High-throughput results from PubChem BioAssay.
FN deposition inh: inhibitors of fibronectin matrix deposition, primary screen, AH1F cells, Alexa488-fibronectin fluorescence, plate reader; 0.086% of 350,000 active; inhibition, % at 12.6 µM; AH1F fibroblasts, overnight;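 active means mean inhibition across replicates of 30% or more, regardless of how many single replicates reach that level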;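 further: positive control wells lacked labelled fibronectin entirely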
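test system = AH1F fibroblasts assembling fluorescent fibronectin matrix | quantity = 10000 AH1F cells per well | buffer or medium = DMEM plus 2% serum, read in PBS | doses = single dose, pinned | incubation = 1 h cell attachment, overnight exposure to compound and label | detection = fluorescence at 485 nm excitation, 525 nm emission | read-out basis = inhibition from reduced deposited-fibronectin fluorescence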
EWS-Fli block: EWS/Fli-driven NR0B1 reporter inhibitors, primary screen, A673 cells, NR0B1 luciferase, luminescence, MLPCN library | AID 651661, 2012 | viability-normalised | inhibition, % at 12.6 µM | 0.67% of 350,000 active;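 active means mean inhibition of at least 50% after viability correction, with every replicate also passing that limit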;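 further: firefly luciferase signal divided by Alamar Blue viability fluorescence both relative to DMSO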
Casp6 inh: human caspase-6 inhibitors, primary screen, biochemical, VEID-R110 fluorescence, single point, set 2. P55212. purified caspase-6, Z-VEID-R110 cleavage fluorescence. inhibition, % at 12.5 µM. 0.53% of 350,000 active. AID 686996, 2013;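 active means mean inhibition across replicates at least about 35%, with every replicate also reaching that limit, limit read from the data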;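 further: 0% = median of neutral control wells and 100% = no fluorescence left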
Target sequence (P55212 24-179 limits assumed): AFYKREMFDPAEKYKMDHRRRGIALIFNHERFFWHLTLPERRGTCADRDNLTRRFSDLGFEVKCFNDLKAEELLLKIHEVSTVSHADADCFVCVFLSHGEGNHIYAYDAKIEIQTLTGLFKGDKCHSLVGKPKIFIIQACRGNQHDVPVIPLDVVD
Target sequence (P55212 194-293 limits assumed): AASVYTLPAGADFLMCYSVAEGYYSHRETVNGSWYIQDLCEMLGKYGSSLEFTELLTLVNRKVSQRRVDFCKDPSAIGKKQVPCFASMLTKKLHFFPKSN
miR122 inh: miR-122 Renilla sensor signal increase in Huh7, primary screen, miR-122 inhibitor project, cell-based, single point, plate reader | Huh7 miR-122 Renilla luciferase sensor, 48 h; neutral wells = 0, positive control = 100 | activation (reporter increase), % at 12.5 µM | 0.3% of 340,000 active | AID 602342, 2012;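 active means mean replicate activation score at least 90 and every replicate individually at or above 90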;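 further: higher luciferase means less miR-122 activity so hits act as miR-122 inhibitors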
PAX8 reporter: inhibitors of PAX8-driven TPO luciferase reporter, primary screen, RMG-I cells, single concentration. SteadyGlo, 24 h. inhibition, % at 12.6 µM. 1.2% of 360,000 active. AID 652154, 2013;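 active means mean replicate inhibition at least 60% with every replicate also reaching 60%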;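 further: luciferase light reporting Pax8 driven TPO promoter activity; plate controls were median of neutral control wells for no effect and mitoxantrone controls for full effect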
PGC1a acetyl inh: inhibitors of PGC1a acetylation signal, primary screen, cell-based, U2OS, AlphaScreen, inhibitor mode. AlphaScreen anti-acetyl-lysine; with virally co-expressed GCN5 acetyltransferase. inhibition, % at 15.6 µM. 0.17% of 350,000 active. AID 651687, 2012;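 active means every replicate shows inhibition of at least 40%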;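 further: 0% = neutral control wells and 100% = positive control wells; some results beyond the cut were filed as inactive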
LGR2 antag: inhibitors of bursicon-induced LGR2 CRE-luciferase signal, primary screen, cell-based, HEK293, CRE-luciferase reporter, bursicon stimulation; bursicon-stimulated, 4 h; Drosophila bursicon receptor LGR2 (rickets); 0.35% of 380,000 active; inhibition, % at 9.99 µM;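 active means drop in luminescence signal, shown as inhibition above about 50% in the replicate tests, limit read from the data, passing the limit was not always enough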;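 further: agonist challenge used bursicon conditioned medium at about half maximal strength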
Cneo AK release: Cryptococcus neoformans cell lysis inducers, primary screen, AK release luminescence, single concentration; C. neoformans lysis, adenylate kinase release luminescence, 4 h; normalised: neutral wells 0, clomiphene wells 100; lysis activity, % at 15 µM; 0.2% of 360,000 active;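 active means mean lysis activity across replicates of at least 80%, whatever share of replicates individually reach that level; inactive means mean lysis activity below 80%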
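Assay system: log-phase C. neoformans yeast / Quantity: yeast cell density of 5 × 10^6 cells/mL / Medium: fresh YPD growth medium / Compound: single dose / Timing: static 4 h at 37 °C with compound, 1 h detection / Measured by: adenylate kinase release luminescence / Read-out: lysis from increased AK signal / Benchmarks: Clomiphene as positive lysis control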
An asterisk follows results filed as active; . = no result given; & = joins results of further samples; [ ] = dose if it differs, or a comment. No enrichment for hits (roughly 2.5% active in at least one column).

Sample of the layout, three compounds:
compound	FN deposition inh	EWS-Fli block	Casp6 inh	miR122 inh	PAX8 reporter	PGC1a acetyl inh	LGR2 antag	Cneo AK release
CCCn1nc(C(=O)N(C)CC(=O)Nc2ccc(OCC)c(OCC)c2)c2ccccc2c1=O	11.7	-4.7	-0.3	-4.9	11.2	0.3	11.9	-0.2
COc1cc(C(=O)N2CCN(C)C(C)C2)ccc1OC1CCN(C(C)=O)CC1 (configuration not stated)	.	.	17.6	2.7	-7.9	0.2	3.5	-0.4
CCC(=O)N(C)C[C@H]1Oc2cc(-c3ccc(OC)cc3)ccc2S(=O)(=O)N([C@@H](C)CO)C[C@@H]1C	-8.1	5.3	4.0	8.6[16.7 µM]	-17.8	-5.3	8.5	-11.7

The listing, repeating the preview:
compound	FN deposition inh	EWS-Fli block	Casp6 inh	miR122 inh	PAX8 reporter	PGC1a acetyl inh	LGR2 antag	Cneo AK release
CCCn1nc(C(=O)N(C)CC(=O)Nc2ccc(OCC)c(OCC)c2)c2ccccc2c1=O	11.7	-4.7	-0.3	-4.9	11.2	0.3	11.9	-0.2
COc1cc(C(=O)N2CCN(C)C(C)C2)ccc1OC1CCN(C(C)=O)CC1 (configuration not stated)	.	.	17.6	2.7	-7.9	0.2	3.5	-0.4
CCC(=O)N(C)C[C@H]1Oc2cc(-c3ccc(OC)cc3)ccc2S(=O)(=O)N([C@@H](C)CO)C[C@@H]1C	-8.1	5.3	4.0	8.6[16.7 µM]	-17.8	-5.3	8.5	-11.7
C[C@@H](NC(=O)C[C@H]1CC[C@H]2[C@@H](COC[C@H](O)CN2Cc2cc(F)ccc2F)O1)c1ccccc1	-0.8	2.7	1.3	-2.9[16.7 µM]	6.7	-5.9	15.0	44.0
CC(=O)Nc1ccc(NC(=O)COc2ccc(Br)cc2C)cc1	4.8	-14.7	-0.4	-6.3	-0.1	28.6	6.2	-1.6
CC(C)NC(=O)Nc1cccc2c1O[C@@H](CN(C)C)[C@@H](C)CN([C@H](C)CO)C2=O	.	.	0.3	-3.3[16.7 µM]	-5.3	-3.0	-6.0	-1.4
COCC(=O)N(C)C[C@H]1Oc2ncc(C3=CCCC3)cc2C(=O)N([C@H](C)CO)C[C@@H]1C	.	-4.4	2.4	.	-14.3	6.6	6.6	6.4
O=C1O[C@@H](c2ccccc2)[C@@H](c2ccccc2)N2[C@@H](c3ccccc3OCCO)[C@]3(C(=O)Nc4ccccc43)[C@@H](C(=O)N3CCN(c4ncccn4)CC3)[C@H]12	.	8.3	3.6	.	.	-44.7	.	-6.4
CCNC(=O)CC1SC(=Nc2ccccc2C)N(C)C1=O (configuration not stated)	5.2	.	.	-3.6	-7.7	6.1	.	0.2
C[C@H](CO)N1C[C@H](C)[C@H](CN(C)C(=O)C2CC2)Oc2cc(-c3ccccc3F)ccc2S1(=O)=O	.	3.5	-1.7	32.7[16.7 µM]	.	-26.4	20.5	-2.9
COc1cc(C=O)ccc1OCCOc1ccccc1[N+](=O)[O-]	0.2	-35.3	0.9	.	-81.8	.	.	.
COCCNc1ncnc2c1nc1n2CCCC1	.	-3.1	-6.3	.	-3.5	1.2	-0.5	-2.9
CCC(CC)C(=O)N(C)c1c(C)nc2c(OCC=C(C)C)cccn12	-4.1	18.0	0.8	0.8	-16.1	-16.9	.	-0.5
Cc1noc(C)c1C(=O)Nc1ccc(C#N)cc1	.	-0.7	3.3	.	3.1	.	2.1	0.7
C[C@@H]1CN([C@H](C)CO)C(=O)c2ccccc2-c2ccccc2CO[C@H]1CN(C)S(=O)(=O)c1ccc(C(F)(F)F)cc1	4.7	8.4	-0.2	.	-18.2	-15.9	12.8	50.6
O=C(CN1C(=O)C2CCc3[nH]c4ccccc4c3C2C1=O)N1CCCC1 (configuration not stated)	-5.2	.	.	4.2	.	-21.8	.	-1.3&4.9
CC(NCC(O)c1ccc([N+](=O)[O-])cc1)C12CC3CC(CC(C3)C1)C2 (configuration not stated)	5.4	8.4	-2.0	-1.2	-86.9	6.4	-14.9	-0.5
CC(C)(C)c1ccc(C2=NC(=O)C(CC(=O)O)S2)cc1 (configuration not stated)	0.5	0.8	6.2	.	7.8	.	-11.1	.
CC(C)NC(=O)Nc1ccc2c(c1)C(=O)N([C@H](C)CO)C[C@@H](C)[C@@H](CN(C)Cc1ccncc1)O2	.	-1.2	-1.3	1.6[16.7 µM]	-19.0	2.1	-2.8	13.0
O=C(Nc1nnc(-c2ccccc2)o1)c1nc2ccccc2s1	-0.3	13.0	-6.0	-4.8	31.8	2.7	-13.0	0.9
CCS(=O)(=O)N1CCN(c2cc3c(cc2[N+](=O)[O-])n(C)c(=O)n3C)CC1	11.5	-1.3	-1.5	-3.0	-5.4	-9.2	19.5	2.4
CCN(CC)C(=O)CN1C(=O)C2(OCC(C)(C)CO2)c2ccccc21	3.7	3.2	1.2	-1.1	9.6	.	10.1	0.8
CS(=O)(=O)N1[C@@H]2Cn3c(ccc(-c4cccc(F)c4)c3=O)[C@H]1[C@@H](C(=O)N1CCOCC1)[C@@H]2CO	.	-2.4	2.5	7.2[16.7 µM]	-8.5	.	3.8	-0.2
CCOc1ccc(NCc2nc3ccccc3n2CCOc2ccccc2)cc1	6.5	-56.0	.	-1.9	-78.8	-1.7	-45.7	0.9
CCCCCCOc1ccc(/C(C)=N/NC2=NCCN2)cc1[N+](=O)[O-]	0.3	59.2*	-44.6	.	9.5	.	-10.0	.
CCS(=O)(=O)Nc1ccc2c(c1)C(=O)N(C)[C@H]1CC[C@H](CC(=O)NCCOC)O[C@@H]1CO2	3.6	-4.0	-1.4	.	-6.0	.	11.0	-4.1
N#Cc1ccc(COc2cccc3cccnc23)cc1	2.7	-69.5	6.6	6.9	-33.6	8.5	-3.9	3.0
O=C1/C(=C/c2cccnc2)N=C2CCCCCN12	-2.1	-1.0	1.0	-5.4	-3.7	-12.8	-4.8	.
CCC(=O)OCCCCCCOc1ccc(C(=O)O)cc1	11.0	.	.	1.0	0.4	-0.5	.	0.6
CCc1nc(NC(=O)Cc2csc(C)n2)sc1C(=O)OC	6.8	3.8	-0.6	-3.0	8.0	-7.3	3.6	-0.4
O=C(/C=C/c1ccc(Br)cc1)N1CCN(Cc2ccccc2)CC1	2.5	-0.7	1.3	.	-5.5	.	3.8	.
Cc1ccc(CCNS(=O)(=O)c2ccc3c(c2)C(C)(C)C(=O)N3C)cc1	6.6	2.7	2.5	.	-3.9	.	.	0.0
Cc1ccc(-n2ncc3c(=O)n(CC(=O)N(C)C)cnc32)cc1	-6.8	-0.6	-3.2	-5.0	17.6	.	17.7	-0.7

Single records (already shown). Values in the order: FN deposition inh | EWS-Fli block | Casp6 inh | miR122 inh | PAX8 reporter | PGC1a acetyl inh | LGR2 antag | Cneo AK release
`CCOc1ccc(NCc2nc3ccccc3n2CCOc2ccccc2)cc1` is listed as 6.5 | -56.0 | . | -1.9 | -78.8 | -1.7 | -45.7 | 0.9
`CCS(=O)(=O)N1CCN(c2cc3c(cc2[N+](=O)[O-])n(C)c(=O)n3C)CC1` is listed as 11.5 | -1.3 | -1.5 | -3.0 | -5.4 | -9.2 | 19.5 | 2.4
`Cc1ccc(-n2ncc3c(=O)n(CC(=O)N(C)C)cnc32)cc1` is listed as -6.8 | -0.6 | -3.2 | -5.0 | 17.6 | . | 17.7 | -0.7
